LMNA splice mod = qHTS Assay for Modulators of Lamin A Splicing | AID 1487, 2009 | 0.01% of 200,000 active | Potency, µM (highest dose often 46.1 µM), inactives show at the top dose ratio change, negative = inhibition, actives largely listed as inhibitors | HeLa LMNA splicing GFP/RFP minigene ratio, 48 h; active means well fitted inhibition curve with a large enough effect in the signal ratio, with a control signal flat, not every such curve was filed as active; inconclusive means small, poorly fitted or top-dose-only effect, or effect the other way, or a change in a side signal; the % refers to the signal ratio; further: on the % scale 0 is the no-effect control and ±100 the full control effect
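S3 HeLa stable clones carrying a lamin A-EGFP splicing minigene plus DsRed2 were seeded at 600 cells/well in Opti-MEM with 2% FBS, pin-dosed and incubated 48 h at 37°C. Acumen cytometry (488 nm) gave the GFP/RFP total-intensity ratio.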
RECQ1 helicase = qHTS Assay for Inhibitors of RecQ-Like Dna Helicase 1 (RECQ1); Potency, µM (top dose mostly 57.3 µM), inactives show at the top dose activity, negative = inhibition, usual class: inhibitors; 0.54% of 240,000 active; RECQ1 DNA unwinding, red fluorescence kinetic read; ATP-dependent DNA helicase Q1 (Homo sapiens), P46063;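 further: plate controls were vehicle for no effect and no enzyme for full effect; nearly all actives have a fitted effect of over 30% in size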
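RECQ1T1 50 nM; forked duplex (20 bp + 30-nt ss tails) 200 nM, ATP 2 mM final; pH 8.0, 2 mM MgCl2, 2.5 ug/ml poly(dI-dC); 15 min compound preincubation; discontinuous kinetic read over 2 h at RT.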
TRb SRC2 PPI = qHTS for Inhibitors of the Interaction of Thyroid Hormone Receptor and Steroid Receptor Coregulator 2. Thyroid hormone receptor beta (Homo sapiens), P10828. TRbeta-SRC2 peptide binding, fluorescence polarization; receptor liganded with 1 µM T3. Potency, µM (series often up to 106 µM), for inactives: at the top dose activity change, negative = inhibition, actives largely listed as inhibitors. 0.065% of 280,000 active;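 further: plate controls were bound peptide for no effect and peptide without receptor for full effect; nearly all actives have a fitted effect of over 50% in size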
Target sequence (P10828 whole entry, looked up): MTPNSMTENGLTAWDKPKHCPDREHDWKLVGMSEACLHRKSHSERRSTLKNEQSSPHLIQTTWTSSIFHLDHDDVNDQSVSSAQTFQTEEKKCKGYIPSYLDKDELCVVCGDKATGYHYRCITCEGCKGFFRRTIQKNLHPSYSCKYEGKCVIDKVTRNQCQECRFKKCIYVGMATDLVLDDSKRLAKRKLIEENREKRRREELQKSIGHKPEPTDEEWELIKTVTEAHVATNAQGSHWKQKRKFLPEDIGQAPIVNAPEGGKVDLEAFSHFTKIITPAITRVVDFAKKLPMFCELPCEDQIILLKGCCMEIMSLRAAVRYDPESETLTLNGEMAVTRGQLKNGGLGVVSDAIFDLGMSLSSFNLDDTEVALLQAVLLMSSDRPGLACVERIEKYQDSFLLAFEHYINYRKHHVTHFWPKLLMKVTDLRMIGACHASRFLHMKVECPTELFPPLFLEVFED
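Human TRb ligand-binding domain (0.6 uM) is mixed with 20 nM Texas Red SRC2 peptide and 1 uM T3; after compound addition and 5 hr at ambient temperature, polarization is measured and normalized to unbound and bound controls.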
ALDH1A1 inh = qHTS Assay for Inhibitors of Aldehyde Dehydrogenase 1 (ALDH1A1) | Aldehyde dehydrogenase 1A1 (Homo sapiens), P00352 | Purified ALDH1A1, NADH fluorescence, propionaldehyde substrate | Potency, µM (series often up to 75.3 µM), without a hit: at the highest dose activity, negative = inhibition, hits mostly inhibitors | 7.3% of 220,000 active | AID 1030, 2008; active means well fitted inhibition curve with a large enough effect, not every such curve was filed as active; inconclusive means small, poorly fitted or top-dose-only effect, or another doubt; inactive means no such curve, though single readings can be large or run the other way;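 further: plate controls were no enzyme wells and a reference inhibitor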
TR SRC2 fluor cs = Total Fluorescence Counterscreen for Inhibitors of the Interaction of Thyroid Hormone Receptor and Steroid Receptor Coregulator 2 | TRb/SRC2 Texas Red total fluorescence interference | 0.29% of 280,000 active | AID 1479, 2009 | Potency, µM (titrated, usually from 106 µM), for the others: top-dose fluorescence change, negative = quenching; active means well fitted curve in either direction with a large enough effect; inconclusive means small, poorly fitted or top-dose-only effect; further: on the % scale 0 is the no-effect control and ±100 the full control effect
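Human TRb ligand-binding domain at 0.6 uM with 20 nM Texas Red SRC2 peptide in Tris buffer containing 1 uM T3 and 5% DMSO, incubated with compound 5 h at ambient temperature. Total fluorescence (555/632 nm) calculated as parallel + 2 × perpendicular.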
GoLoco inh red = qHTS Assay for Inhibitors of RGS12 GoLoco Motif Activity (Red Fluorophore). 0.44% of 230,000 active. AID 880, 2007. Gai1:RGS12 GoLoco peptide FP, rhodamine, 10 min. Potency, µM (highest dose often 61.6 µM), inactives show at the highest dose activity, negative = inhibition, most hits filed as inhibitors; active means well fitted inhibition curve with a large enough effect, not every such curve was filed as active; inactive means no such curve, though single readings can be large or run the other way; further: on the % scale 0 is the no-effect control and ±100 the full control effect; nearly all actives have a fitted effect of over 30% in size; many of its hits are not listed in these tables
SMN2 splice enh = qHTS Assay for Enhancers of SMN2 Splice Variant Expression; HEK293 SMN2-luciferase splicing reporter, luminescence, 30-36 h; Potency, µM (highest dose often 46.1 µM), inactives show top-dose activity change, positive = activation, usual class: activators; 2.8% of 210,000 active; AID 1458, 2008; further: % of control where 0% means no effect; nearly all actives have a fitted effect of over 55% in size
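HEK293 cells carry an SMN2 minigene-luciferase reporter in which exon 7 inclusion puts luciferase in frame. Cells were seeded at 2000 cells/well, attached for 10-12 hours, then exposed to compounds for 30-36 hours at 37C before ONE-Glo luminescence.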
KDM4E inh = qHTS Assay for Inhibitors of Human Jumonji Domain Containing 2E (JMJD2E). JMJD2E catalytic domain, FDH-coupled NADH fluorescence (FDH is formaldehyde dehydrogenase). 1.6% of 230,000 active. Lysine-specific demethylase 4E (Homo sapiens), B2RXH2. Potency, µM (doses to about 57.1 µM), without a hit: top-dose activity change, negative = inhibition, most hits filed as inhibitors; active means well fitted inhibition curve with a large enough effect, not every such curve was filed as active; inconclusive means small, poorly fitted or top-dose-only effect, or another doubt; inactive means no such curve, though single readings can be large or run the other way;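 further: 0% = wells with enzyme and -100% = buffer wells without enzyme; nearly all actives have a fitted effect of over 50% in size; many of its hits are not listed in these tables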
Target sequence (B2RXH2 1-337 limits assumed): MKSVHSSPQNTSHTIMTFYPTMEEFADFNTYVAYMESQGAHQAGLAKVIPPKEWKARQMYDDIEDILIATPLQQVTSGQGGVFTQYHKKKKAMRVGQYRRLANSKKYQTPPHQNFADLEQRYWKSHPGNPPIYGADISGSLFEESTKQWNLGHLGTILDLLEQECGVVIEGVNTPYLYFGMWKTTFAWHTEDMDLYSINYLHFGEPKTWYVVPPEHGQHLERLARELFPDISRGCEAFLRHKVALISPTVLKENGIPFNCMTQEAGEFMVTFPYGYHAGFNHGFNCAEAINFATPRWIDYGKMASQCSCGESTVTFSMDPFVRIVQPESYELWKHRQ
Active calls of the source: *; i = inactive; u = inconclusive; x = no result given; & = joins results of further samples; [ ] = dose if it differs, or a comment. Unless noted, the call rests on the fitted dose curve; in most records, active means well fitted curve in the direction sought with a large enough effect; inconclusive means small, poorly fitted or top-dose-only effect, or another doubt; inactive means no such curve, though single readings can be large; an effect the other way counts as inactive or inconclusive. Potency means the concentration at half of the fitted maximal effect.

smiles	LMNA splice mod	RECQ1 helicase	TRb SRC2 PPI	ALDH1A1 inh	TR SRC2 fluor cs	GoLoco inh red	SMN2 splice enh	KDM4E inh
CC1(C)CC(=O)C/C(=N\NC(=S)NCc2ccccc2)C1	-14.5%[46 µM]	-18.5%	4.0%	u	-2.2%	7.6%	8.3%	-9.2%
N#CC1=C2N=C(N)c3ccccc3N2C2=C(C(=O)CCC2)C1c1ccc(Cl)cc1 (stereo not given)	23.2%	-5.6%	6.9%	0.3%	-1.8%	5.3%	-11.3%	-7.4%
CC1C(=NO)C(C)C(c2ccc(N(C)C)cc2)NC1c1ccc(N(C)C)cc1 (stereo not given)	1.8%	-7.2%	1.6%	5.8%	1.0%	-25.2%	-24.2%	u
CCOC(=O)CCCNC(=O)CCNC(=O)c1ccc(OCC)cc1	0.7%	-0.5%	0.7%	9.7%	-11.2%	2.8%	25.5%	-6.8%
CCOc1ccc(OCC(O)CNC2CCN(Cc3ccccc3)CC2)cc1 (stereo not given)	u	-0.2%	4.1%	4.0%	-1.6%	x	x	8.0%
Cc1noc(C)c1COc1cccc(C(=O)NCc2ccccc2Cl)c1	u	-12.7%	-0.9%	-25.6%	-4.1%	4.0%	-27.0%	1.8%
COc1cccc(C(=O)OCC(=O)NCCc2ccccc2)c1OC	-4.0%[9.22 µM]	-5.0%	-4.6%	-5.2%	-6.7%	5.6%	2.0%	u
CC(=O)NC(Cc1c[nH]c2ccccc12)C(=O)OCC(=O)N1CCCCCC1 (stereo not given)	-11.9%[46 µM]	i	1.8%	-2.2%	1.0%	19.0%	3.4%	-2.0%
CCCCC1=CC2=C(c3ccco3)C(=O)C(C)(OC(=O)c3ccc(OC)cc3)C(=O)C2=CN1CCc1c[nH]c2ccccc12 (stereo not given)	-6.4%[9.22 µM]	i[11.5 µM]	-1.5%[11.2 µM]	11.2%[13.5 µM]	2.0%[11.2 µM]	5.4%[14.2 µM]	-9.5%[9.22 µM]	6.4%[11.4 µM]
O=C(C1COc2ccccc2O1)N1CCN(Cc2ccc3c(c2)OCO3)CC1 (stereo not given)	-7.3%	-10.1%	-4.8%	-13.7%	-1.9%	-2.2%	-23.8%	-4.4%
O=C(COc1ccccc1)NCC(=O)Nc1cccc2ccccc12	-5.0%	0.6%	-1.7%	9.4%	-0.6%	6.5%	5.6%	1.0%
CC(=O)N(Cc1cc2ccc(C)c(C)c2n2nnnc12)C1CCCC1	u	-7.1%	-18.5%	u	-3.8%	-2.1%	-14.1%	-0.2%
O=C(Nc1ccccc1F)N1CCCC1c1cccnc1 (stereo not given)	x	-6.0%	-9.5%	6.8%	-0.7%	4.6%	x	-7.1%
COc1ccc2nc(NC(=O)C3CCCN3S(=O)(=O)c3ccc(C)cc3)sc2c1 (stereo not given)	u	-14.2%	-0.1%	-1.0%	4.1%	9.8%	-13.1%	-22.5%
CCC(=O)OCC(=O)Nc1cc([N+](=O)[O-])ccc1Cl	8.1%[46 µM]	i	-5.6%	2.3%	-5.1%	4.2%	6.3%	3.0%
O=C(O)C1CC(=O)N(c2ccc(F)cc2)C1 (stereo not given)	0.0%	-0.2%	-6.5%	6.1%	-5.5%	-5.2%	9.1%	-1.1%
O=C(COC(=O)Cc1ccsc1)Nc1ccc(Cl)c(S(=O)(=O)N2CCOCC2)c1	8.0%	2.1%	-4.2%	4.9%	-0.7%	34.0%[activator]	-32.2%[inhibitor]	4.1%
CCOc1ccc(-n2c(C)cc(C(=O)NS(=O)(=O)c3ccc(C)cc3)c2C)cc1	-1.7%	-4.9%	-2.4%	1.0%	3.3%	x	x	-7.9%
Cc1ccc(S(C)(=O)=NC(=O)c2cc(C)on2)cc1 (stereo not given)	12.4%[46 µM]	-2.4%	-2.7%	11.6%	-3.8%	4.6%	x	2.6%
COC(=O)NC(CC(C)=O)c1ccc(F)cc1 (stereo not given)	x	16.6%[11.5 µM]	7.7%[11.2 µM]	11.9%[13.5 µM]	3.3%[11.2 µM]	x	x	x
N#Cc1c(N)nc2c(c1-c1cccnc1)CCCCC2	-1.3%	i	-5.8%	-4.2%	0.7%	-2.6%	-6.9%	u
CC(=O)N1CCN(S(=O)(=O)c2cccc(C(=O)NC3CCCc4ccccc43)c2)CC1 (stereo not given)	9.8%	5.4%	4.7%	-1.1%	-2.8%	-6.6%	-17.7%	-0.7%
CCOc1ncnc2c1sc1nc(C)cc(C)c12	x	-3.2%	3.7%	x	1.7%	-3.3%	x	0.2%
Cc1cc(C)nc(/N=C(\N)Nc2ccccc2-c2ccccc2)n1	u	-1.6%	-1.3%	8.3%	1.4%	10.8%	x	11.5%
O=C(CC(c1ccccc1)c1ccccc1O)NCc1ccccc1 (stereo not given)	x	i	-8.5%	-12.2%	1.1%	5.6%	-6.4%	5.0%
Nc1cccc(-c2cn3cc(C(F)(F)F)cc(Cl)c3n2)c1	-14.7%	-12.7%	2.2%	4.0%	-1.4%	-1.6%	7.94µM*	-1.2%
CCOc1ccccc1N/C(=C(/C(Cl)=C(Cl)Cl)[N+](=O)[O-])n1cncn1	0.2%	-11.1%	5.8%	20µM*	0.8%	10.1%	2.7%	-13.1%
Nc1nc(SCC(=O)Nc2ccccc2)[nH]c(=O)c1-c1ccccc1	-7.2%	-7.4%	-5.0%	-1.6%	0.1%	1.1%	-4.9%	9.9%
COc1ccc(-c2csc3nc(C(C)(C)C)oc(=O)c23)cc1OC	u	-14.9%	12.1%	14.8%	13.2%	24.9%	x	-12.9%
C/C(=N\OC(=O)c1c(-c2ccccc2Cl)noc1C)c1nccs1	x	-1.6%	1.0%	u	-3.9%	2.1%	x	3.7%
CCCOc1ccc2c3c(c(=O)oc2c1OCCC)CCC3	u	-2.6%	-12.0%	u	-2.0%	7.3%	-16.2%	u
O=C1CC(Cc2ccccc2)C(=O)N1Cc1ccco1 (stereo not given)	4.4%	-24.0%	-9.6%	2.82µM*	-1.7%	35.2%[activator]	4.9%	-4.8%
CC(NC(=O)c1ccc(S(=O)(=O)C(F)F)cc1)c1ccccc1 (stereo not given)	2.9%[46 µM]	i	3.8%	u	-3.1%	2.2%	-20.7%	7.2%
O=c1[nH]c2ccccc2nc1/C=C/c1ccc(O)cc1	u	i	-9.9%	1.2%	-3.3%	31.3%[activator]	x	15.8µM*
CCN(CC)S(=O)(=O)c1cc(C(=O)Nc2cccnc2)ccc1Cl	-18.3%	-5.4%	5.3%	4.47µM*	0.0%	-12.3%	-22.5%	-1.2%
Cc1cccc(C)c1NC(=O)CSC(=O)c1sc2ccccc2c1Cl	x	-3.4%	-13.3%	x	-1.8%	1.8%	x	4.8%
COc1ccc(S(=O)(=O)Nc2cccc(/C=C/C(=O)O)c2)cc1	-7.4%	-9.9%	-4.9%	10.1%	u	4.1%	-6.8%	4.5%
COC(=O)Nc1ccc(S(=O)(=O)N2CCC(Cc3ccccc3)CC2)cc1	u	-8.4%	1.3%	1.4%	-0.8%	9.4%	-27.9%	-2.3%
COc1ccc2nc(SCC(=O)N3CCN(c4ccc(F)cc4)CC3)c(C#N)cc2c1	-3.1%	-0.3%	-1.9%	7.94µM*	3.1%	20.1%	-39.1%[inhibitor]	-12.1%
O=C(OC[C@@H]1O[C@@](O)(COC(=O)c2cccnc2)[C@H](OC(=O)c2cccnc2)[C@H]1OC(=O)c1cccnc1)c1cccnc1	x	-11.9%	-0.6%	5.3%	-5.3%	8.0%	x	x
COc1cccc(-c2nc(-c3ccccn3)no2)c1	17.6%	-2.3%	-7.8%	-2.0%	1.7%	13.3%	-75.2%[inhibitor]	0.6%
COC(=O)c1sc(S(=O)(=O)N2CCC(C)CC2)c(C(=O)OC)c1C	3.5%	-17.5%	9.2%	u	0.7%	-0.7%	22.4%	-0.6%
COc1ccc(C(C(=O)NC2CCCCC2)N2CCC3(CC2)OCCO3)cc1 (stereo not given)	-1.2%	-2.2%	1.7%	u	0.0%	14.5%	-19.0%	-3.8%
CC(C)C(NC(=O)c1ccccc1)C(=O)NCCc1ccccc1 (stereo not given)	-9.9%[46 µM]	8.7%	-5.9%	1.1%	-4.6%	-1.2%	-4.3%	-6.6%
COc1cc(OC)c2ccc(=O)oc2c1C(CCN1CCCC1)c1ccc(N(C)C)cc1 (stereo not given)	x	u	2.7%&-1.3%	x	0.3%&-6.4%	-12.6%	x	u
O=C(O)c1cccc(N2C(=O)c3cccnc3C2=O)c1	0.5%	-3.6%	-5.1%	0.4%	-0.6%	-17.7%	u	-0.1%
COc1ccc(CCNC(=O)CSc2nnc(Cc3csc(N)n3)n2C)cc1OC	1.2%	i	-0.3%	12.8%	-4.7%	-7.9%	-9.8%	-0.5%
CC1=CC2C(C)(C)CC(=O)C[C@]2(C)CC1COc1ccc2c(c1)CC(=O)C=C2 (stereo not given in full)	x	-11.8%	4.8%	u	-0.6%	50.6%[activator]	1.7%	u

Assay outcomes (PubChem)

Some of the compounds tested; count on the stated rates, not on these rows.
